Screening results from PubChem BioAssay.
ARNT-TACC3 inh – ARNT/TACC3 interaction disruption; Q9Y6A5; AlphaScreen His-ARNT PAS-B/GST-TACC3 binding, luminescence; TACC3 fragment carries E629A point mutation; inhibition, % at 9.99 µM; 0.66% of 390,000 active; AID 623870;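 active = mean inhibition of replicates at least 50% and at least half of replicates each reaching 50%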;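 also: 0% = complete ARNT plus TACC3 wells and 100% = ARNT alone without TACC3; many hits fall short of the cut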
ERp5 inh – blocks human ERp5 reductase activity on insulin; ERp5 insulin aggregation, absorbance 650 nm, 90 min; Q15084; inhibition, % at 9.99 µM; 0.05% of 350,000 active;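 active = mean replicate inhibition above about 25%, with every replicate also reaching it, limit read from the data, passing the limit was not always enough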
Target sequence (Q15084 whole entry, looked up): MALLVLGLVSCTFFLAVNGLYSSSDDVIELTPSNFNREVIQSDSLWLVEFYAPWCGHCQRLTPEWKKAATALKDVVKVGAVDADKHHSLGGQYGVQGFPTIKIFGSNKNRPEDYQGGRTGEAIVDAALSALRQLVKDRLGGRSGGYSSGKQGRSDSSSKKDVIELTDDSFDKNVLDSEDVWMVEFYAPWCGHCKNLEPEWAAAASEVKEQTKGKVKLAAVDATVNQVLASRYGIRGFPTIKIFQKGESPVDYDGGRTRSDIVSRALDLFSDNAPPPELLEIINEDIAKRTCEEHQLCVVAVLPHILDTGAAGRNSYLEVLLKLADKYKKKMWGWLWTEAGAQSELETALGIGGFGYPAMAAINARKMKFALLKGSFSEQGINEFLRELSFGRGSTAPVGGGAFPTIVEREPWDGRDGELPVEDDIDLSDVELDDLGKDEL
esBAF inh – blocks esBAF chromatin remodeling in mouse ES cells | Bmi1-luciferase knock-in reporter, 24 h; 100% = twice the neutral-well signal | reporter increase, % at 12.5 µM | 2% of 350,000 active | AID 602393; in the data active = activation above about 40%;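 also: 0% = median of the plate's neutral control wells and 100% = double that signal; a rise in the Bmi1 reporter signal indicates esBAF inhibition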
Statin myotox sup – suppression of simvastatin myotoxicity; rescue of ATP level, % at 7.49 µM; 0.78% of 330,000 active; AID 602340; C2C12 myotubes + simvastatin, ATP luminescence, 48 h; scaled: DMSO 0, geranylgeraniol control 100;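 active = mean ATP rescue above about 67%, or every replicate alone reaching that limit, limit read from the data, passing the limit was not always enough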;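 also: myotubes were challenged with 10 µM simvastatin during compound exposure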
Cneo AK release – causes C. neoformans cell lysis. 0.2% of 360,000 active. AID 651654. lysis activity, % at 15 µM. adenylate kinase release luminescence, 4 h; normalised: neutral wells 0, clomiphene wells 100;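 active = mean lysis activity across replicates of at least 80%, whatever share of replicates individually reach that level; inactive = mean lysis activity below 80%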
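Material: C. neoformans cells; Schedule: 4 h static compound exposure, 37 °C, read 1 h post-reagent; Measured by: adenylate kinase release luminescence; Read-out: signal increase indicating cell lysis; Controls: Clomiphene as positive lysis control.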
miR122 inh – inhibitors of miR-122 in Huh7 cells; activation (reporter increase), % at 12.5 µM; Huh7 miR-122 Renilla luciferase sensor, 48 h; neutral wells = 0, positive control = 100; 0.3% of 340,000 active;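 active = mean replicate activation score at least 90 and every replicate individually at or above 90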;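 also: higher luciferase means less miR-122 activity so hits act as miR-122 inhibitors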
SIRT5 inh – inhibitors of human sirtuin-5 desuccinylase. Purified SirT5, succinyl-peptide AMC, trypsin-coupled fluorescence. 1.1% of 330,000 active. Q9NXA8. inhibition, % at 15 µM; in the data active = inhibition above about 15%
Target sequence (Q9NXA8 whole entry, looked up): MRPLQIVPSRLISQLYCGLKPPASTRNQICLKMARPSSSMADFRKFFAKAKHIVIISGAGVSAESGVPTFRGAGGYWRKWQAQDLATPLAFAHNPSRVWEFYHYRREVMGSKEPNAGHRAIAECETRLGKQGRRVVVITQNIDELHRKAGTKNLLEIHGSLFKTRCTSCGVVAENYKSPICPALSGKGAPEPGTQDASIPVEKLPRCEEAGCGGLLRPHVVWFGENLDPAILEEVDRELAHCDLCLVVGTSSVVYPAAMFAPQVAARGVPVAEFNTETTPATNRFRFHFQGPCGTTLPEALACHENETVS
* = called active by the depositor; / = no result given; & = joins results of further samples; [ ] = remark or other dose.

SMILES	ARNT-TACC3 inh	ERp5 inh	esBAF inh	Statin myotox sup	Cneo AK release	miR122 inh	SIRT5 inh
Cc1nc(C(F)(F)F)ccc1C(=O)N1CCCC(C(=O)O)CC1 (configuration not stated)	/	4	4	1	-1	0	/
Cc1c(N(C)C(=O)COc2ccc3ccccc3c2)c(=O)n(-c2ccccc2)n1C	/	2	-1	19	0	-1	1
CCCC(=O)Nc1ccc2c(c1)OC[C@H](C)N(CCC)C[C@@H](C)[C@H](OC)CN(C)C2=O	-2	0	-2	-13	-5	/	3
CC(=O)Nc1c(Cl)c(Cl)c2c(c1Cl)C(=O)c1cc(Cl)ccc1-2	-12	3	-2	-2	1	5	1
Cc1onc(-c2c(F)cccc2Cl)c1C(=O)OCC(=O)NC(c1ccccc1)c1ccccc1	-5	/	2	/	1	-1	/
O=C(Cc1cccs1)NNC(=S)NC(=O)c1ccccc1	10	-1	/	/	/	/	-1
O=C(O)C1CCCN1c1nc(Cl)ccc1[N+](=O)[O-] (configuration not stated)	/	-3	-6	-15	0	-1	-3
Brc1ccc2nc(-c3cccs3)c(NCC3CCCO3)n2c1 (configuration not stated)	12	8	60*	-3	/	6	-4
CO[C@H]1CN(C)C(=O)c2ccc(NC(=O)c3ccccc3F)cc2OC[C@@H](C)N(CC2CCOCC2)C[C@@H]1C	2	-1	4	-25	-7	/	-1
CN1CCN(S(=O)(=O)c2ccc(NC(=O)c3ccc(Br)o3)cc2)CC1	-11	/	4	0	0	2	/
CCn1ncc(/C=N\NC(=O)COc2cc(C)cc(C)c2)c1C	-5	6	/	/	8	1	-3
COc1ccc(S(=O)(=O)N(C)C[C@@H]2Oc3ccc(NC(=O)Nc4ccccc4)cc3C(=O)N([C@H](C)CO)C[C@@H]2C)cc1	8	5	-5	-57	-2	-8[16.7 µM]	9
CCCC(O)C#Cc1cnc2c(c1)C(=O)N([C@H](C)CO)C[C@H](C)[C@H](CN(C)C(=O)NC(C)C)O2 (some centres not stated)	1	/	-5	-7	46	-4[16.7 µM]	-1
COc1ccccc1NC(=O)N1CCCCN2[C@@H](CO)[C@H](c3ccc(-c4cccc(C#N)c4)cc3)[C@@H]2C1	8	-6	-4	-18	4	-14[16.7 µM]	6
COc1cccc2cc(C(=O)N3C(C)CCCC3C)c(=O)oc12 (configuration not stated)	-2	4	-8	9	1	/	-5
Cc1c(C(=O)O)cc(C(C)(C)C)n1CCSCCO	2	-8	-13	-10	-1	0	/
O=C1CC2(CCCCC2)Oc2ccc(F)cc21	0	/	4	7	0	-6	/
CCCn1c(-c2cccs2)nc2c1c(=O)[nH]c(=O)n2Cc1ccccc1	-52	-6	2	4	1	0	0
O=C(C[C@H]1CC[C@H]2[C@@H](COC[C@@H](O)CN2C(=O)Nc2ccc(Cl)cc2)O1)NC1Cc2ccccc2C1	0	-2	30	6	-2	-1[16.7 µM]	3
COc1ccc(C#Cc2ccc([C@H]3[C@H](CO)N4CCCCN(S(=O)(=O)c5ccccc5)C[C@@H]34)cc2)cc1	-1	-1	10	14	-2	-6[16.7 µM]	11
CC(C)(C)C(=O)N1CCC[C@@]1(CO)C(=O)O	-7	/	6	9	4	2	/
COc1ccc(Cc2c(O)nc(SCC(=O)NC34CC5CC(CC(C5)C3)C4)[nH]c2=O)cc1	1&-3	4&1	-4	7	-4	-3&1	-1&-3
Cn1cccc1C(C#N)c1ncc(C(F)(F)F)cc1Cl (configuration not stated)	7	7	7	-3	-1	-7	11
CCOc1cc(-c2sc(Nc3ccccc3)n[n+]2-c2ccc(F)cc2)ccc1OC	-2	9	5	-4	-1	6	-1
O=C(NCCNc1ccc([N+](=O)[O-])cc1)c1ccccc1F	-12	-4	-3	3	1	/	3

15 of the compounds above, with two lines to a compound.
The line under a structure holds: ARNT-TACC3 inh | ERp5 inh | esBAF inh | Statin myotox sup | Cneo AK release | miR122 inh | SIRT5 inh
CCn1ncc(/C=N\NC(=O)COc2cc(C)cc(C)c2)c1C
 : -5 | 6 | / | / | 8 | 1 | -3
COc1ccc(S(=O)(=O)N(C)C[C@@H]2Oc3ccc(NC(=O)Nc4ccccc4)cc3C(=O)N([C@H](C)CO)C[C@@H]2C)cc1
 : 8 | 5 | -5 | -57 | -2 | -8[16.7 µM] | 9
CCCC(O)C#Cc1cnc2c(c1)C(=O)N([C@H](C)CO)C[C@H](C)[C@H](CN(C)C(=O)NC(C)C)O2 (some centres not stated)
 : 1 | / | -5 | -7 | 46 | -4[16.7 µM] | -1
COc1ccccc1NC(=O)N1CCCCN2[C@@H](CO)[C@H](c3ccc(-c4cccc(C#N)c4)cc3)[C@@H]2C1
 : 8 | -6 | -4 | -18 | 4 | -14[16.7 µM] | 6
COc1cccc2cc(C(=O)N3C(C)CCCC3C)c(=O)oc12 (configuration not stated)
 : -2 | 4 | -8 | 9 | 1 | / | -5
Cc1c(C(=O)O)cc(C(C)(C)C)n1CCSCCO
 : 2 | -8 | -13 | -10 | -1 | 0 | /
O=C1CC2(CCCCC2)Oc2ccc(F)cc21
 : 0 | / | 4 | 7 | 0 | -6 | /
CCCn1c(-c2cccs2)nc2c1c(=O)[nH]c(=O)n2Cc1ccccc1
 : -52 | -6 | 2 | 4 | 1 | 0 | 0
O=C(C[C@H]1CC[C@H]2[C@@H](COC[C@@H](O)CN2C(=O)Nc2ccc(Cl)cc2)O1)NC1Cc2ccccc2C1
 : 0 | -2 | 30 | 6 | -2 | -1[16.7 µM] | 3
COc1ccc(C#Cc2ccc([C@H]3[C@H](CO)N4CCCCN(S(=O)(=O)c5ccccc5)C[C@@H]34)cc2)cc1
 : -1 | -1 | 10 | 14 | -2 | -6[16.7 µM] | 11
CC(C)(C)C(=O)N1CCC[C@@]1(CO)C(=O)O
 : -7 | / | 6 | 9 | 4 | 2 | /
COc1ccc(Cc2c(O)nc(SCC(=O)NC34CC5CC(CC(C5)C3)C4)[nH]c2=O)cc1
 : 1&-3 | 4&1 | -4 | 7 | -4 | -3&1 | -1&-3
Cn1cccc1C(C#N)c1ncc(C(F)(F)F)cc1Cl (configuration not stated)
 : 7 | 7 | 7 | -3 | -1 | -7 | 11
CCOc1cc(-c2sc(Nc3ccccc3)n[n+]2-c2ccc(F)cc2)ccc1OC
 : -2 | 9 | 5 | -4 | -1 | 6 | -1
O=C(NCCNc1ccc([N+](=O)[O-])cc1)c1ccccc1F
 : -12 | -4 | -3 | 3 | 1 | / | 3

2 entries from above, with bars between the fields.
mol | ARNT-TACC3 inh | ERp5 inh | esBAF inh | Statin myotox sup | Cneo AK release | miR122 inh | SIRT5 inh
COc1ccc(C#Cc2ccc([C@H]3[C@H](CO)N4CCCCN(S(=O)(=O)c5ccccc5)C[C@@H]34)cc2)cc1 | -1 | -1 | 10 | 14 | -2 | -6[16.7 µM] | 11
O=C(NCCNc1ccc([N+](=O)[O-])cc1)c1ccccc1F | -12 | -4 | -3 | 3 | 1 | / | 3

Further results
SMILES	ARNT-TACC3 inh	ERp5 inh	esBAF inh	Statin myotox sup	Cneo AK release	miR122 inh	SIRT5 inh
COc1ccc(Cc2c(-c3ccc(OC)c(OC)c3)nc3c(C)cc(Br)cn23)c(C)c1	/	4	0	-101	0	-6	/
COc1ccccc1-c1nc(C(=O)NCC2CCCO2)cc2c1[nH]c1ccccc12 (configuration not stated)	3	/	8	3	0	20	/
CC1=CSC2=NC(=O)/C(=C\c3cccn3-c3ccc([N+](=O)[O-])cc3)C(=N)N12	0	/	-6	2	4	-2	/
Cc1nnc(NC(=O)Oc2ccccc2)s1	-41	/	1	-17	-2	7	/
CCN(c1ccccc1)S(=O)(=O)c1cc(C(=O)NCC(c2ccco2)N2CCCCC2)ccc1C (configuration not stated)	1	4	11	-6	-4	-10	-2
Cc1ccc(C)c(NC(=O)CCC(=O)N/N=C/c2ccc[nH]2)c1	5	/	-11	17	3	-2	/
CCN1CNC(=S)N(Cc2ccccc2)C1	-4	4	/	/	-2	-4	/
C=CCOc1ccc(CN(C)CC(O)COc2ccc(CCC(C)=O)cc2)cc1 (configuration not stated)	-4	1	-2	4	4	-5	-9
CCCCn1c(N)c(N(CC(C)C)C(=O)C2CC(=O)N(Cc3ccco3)C2)c(=O)[nH]c1=O (configuration not stated)	/	1	-6	2	1	2	-2
COc1ccc(NC(=O)Nc2ccc3c(c2)CC(=O)N([C@@H](C)CO)C[C@@H](C)[C@H](CN(C)Cc2ccc(C(=O)O)cc2)O3)cc1	-7	-4	5	-3	-4	-4[16.7 µM]	1
O=C(C[C@@H]1C=C[C@@H](NC(=O)Nc2ccc(C(F)(F)F)cc2)[C@@H](CO)O1)NCc1ccccn1	3	-2	-4	-2	43	/	2
COc1ccccc1NS(=O)(=O)c1ccc(C)c(C(=O)Nc2cc(C)on2)c1	-1	2	-2	-5	1	1	/
CC(C)CCNC(=O)c1ccc2c(c1)N(C)C(=O)c1ccccc1S2	/	2	-37	-12	-7	75	-1
NC(=O)c1ccc(NC(=O)CN2C(=O)NC3(CCCCCCC3)C2=O)cc1	-43	4	-2	3	-1	/	-3
Cc1noc(C)c1NC(=O)Nc1ccc2c(c1)CC(=O)N([C@H](C)CO)C[C@@H](C)[C@@H](CN(C)S(=O)(=O)c1c(C)noc1C)O2	-4	-7	-3	-16	-1	4[16.7 µM]	3
Cc1onc(-c2ccccc2Cl)c1C(=O)OCC(=O)N1CCN(c2ccccc2)CC1	1	3	2	18	1	-10	-1
COc1ccccc1C(=O)NNC(=O)c1cccc(O)c1	-3	3	-40	-4	-18	9	-1
CC(=O)N(C)C[C@H]1[C@H](c2ccc(-c3ccc(F)cc3)cc2)[C@@H](CO)N1C(C)=O	3	3	0	16	2	-8[16.7 µM]	2
Cc1ccc(/C=[N+](\[O-])c2ccccc2C)o1	4	6	0	3	3	-3	-2
Cc1ccc(C(NC(=O)C2CCN(CCOc3ccc(Cl)cc3)CC2)c2ccccn2)cc1 (configuration not stated)	/	2	1	-10	4	-1	3
Cc1cccc(NCc2cc(Cl)ccc2O)n1	-3	-7	6	44	-1	-15	-2
CCCCN(C(=O)COc1ccc(NC(C)=O)cc1)C1CCS(=O)(=O)C1 (configuration not stated)	-9	5	-6	0	1	-5	-2
CCOC(=O)c1ccc(NC(=O)Cn2c(-c3nonc3N)nc3ccccc32)cc1	-2	6	/	/	/	5	-4
CCN(CC(=O)NCc1cccs1)S(=O)(=O)c1ccc([N+](=O)[O-])cc1	-15	-1	9	8	/	-3	8
Cc1cc(N2CCN(C)CC2)nc2ccc(NC(=O)CCC(=O)NCc3ccco3)cc12	-4	-9	-7	19	/	-16	-5
Remaining list, next part.
SMILES	ARNT-TACC3 inh	ERp5 inh	esBAF inh	Statin myotox sup	Cneo AK release	miR122 inh	SIRT5 inh
COc1ccccc1C(=O)Nc1nc2cc3c(cc2s1)OCCO3	-5	/	35	-18	-7	10	/
C[C@H]1CN([C@@H](C)CO)S(=O)(=O)c2ccc(-c3ccccc3)cc2O[C@@H]1CN(C)C(=O)c1ccc2c(c1)OCO2	-4	1	-1	-19	-3	-14[16.7 µM]	2
C[C@H]1CN([C@@H](C)CO)C(=O)Cc2cc(NC(=O)CCCCCC(=O)Nc3ccccc3N)ccc2O[C@@H]1CN(C)C(=O)Nc1ccc(C(F)(F)F)cc1	5	/	3	1	0	-2[16.7 µM]	/
CCCC#Cc1cnc2c(c1)C(=O)N([C@@H](C)CO)C[C@@H](C)[C@H](CN(C)C(=O)c1cccnc1)O2	-7	-1	9	-2	4	-4[16.7 µM]	-4
O=C(N/N=C/c1cccnc1)c1ccc(F)cc1	10	3	8	7	-1	6	-5
CCOC(=O)c1oc2cc(O)cc(C)c2c(=O)c1-c1cscn1	2	/	1	12	-1	-1	/
CC(=O)N(c1ccc(C)cc1)c1nc(C)cc(C)c1C#N	-6	-1	-1	9	1	-1	-3
CC1(C)SC(=S)N(Cc2ccc3c(c2)OCO3)C1N(O)C(=O)NC1CCCCC1 (configuration not stated)	7	/	-1	/	2	12	/
O=C1NCCCC2c3c(cc(Br)c(O)c3Br)OC12N1CCCCC1 (configuration not stated)	-7	/	-11	3	5	-5	/
Nc1ccc(Cl)cc1/C(=N/O)c1ccccc1	0	/	-2	1	-1	3	/
COc1ccc(CN2CCN(Cc3c[nH]c4ccccc34)CC2)c(OC)c1	/	-5	0	12	1	8	0
COc1ccc(C(=O)Nc2ccnn2C2CCN(C(=O)c3cc(C)on3)CC2)cc1	-5	5	17	1	7	-3	-1
Cc1cc(C)nc(NCCCc2ccccc2)n1	-2	-10	-3	56	-3	0	3
